Assay outcomes from PubChem BioAssay.
GLP1R cytotox = cytotoxicity in counter-screen for GLP-1R inverse agonists | HEK293 cAMP-luciferase reporter cells, luminescence, 24 h | Potency, µM (top dose mostly 38.3 µM), for the others: at the highest dose activity change, negative = inhibition, most hits filed as inhibitors | 410,000 tested, 0.13% active;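 note: loss of luciferase light is scored as toxicity; potency is the fitted concentration of half-maximal effect; % is set by controls: 0 for no effect and ±100 for the full control effect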
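Luminescence readout: signal drop marks cytotoxicity. Plated cells grew 12 h at 37 °C, 5% CO2, received 23 nL compound for 24 h, then got luciferase reagent, read after 12 min at RT.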
IL-2 act = activates IL-2 in a cell-based reporter assay; IL-2 activation reporter assay, cell-based qHTS; stimulated with anti-CD3/CD4/CD28 beads; in transgenic mouse T cells; activation, % (series mostly up to about 46 µM); 360,000 tested, 0.065% active; in the data active = activation above about 50%; inconclusive = mostly about 30% to 49%; note: 0% is about no effect
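First, unstimulated transgenic mouse T cells were exposed to compound for 60 min. Next, anti-CD3/anti-CD4-coated beads with anti-CD28 were added. Finally, after 18 h at 37 degrees C, EGFP and DsRed were imaged.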
WRN helicase inh = blocks human WRN helicase. Q14191. WRN helicase unwinding, fluorescent forked duplex, kinetic. Potency, µM (highest dose often 114 µM), without a hit: at the highest dose activity change, negative = inhibition, hits mostly inhibitors. 360,000 tested, 0.46% active; note: potency is the fitted concentration of half-maximal effect; % is set by controls: 0 for no effect and ±100 for the full control effect; nearly all actives have a fitted effect of over 55% in size
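WRN at 20 nM final preincubated with compound 15 min at room temperature; reaction started with 100 nM fluorophore/quencher forked duplex oligonucleotide and 2 mM ATP final. Unwinding followed kinetically by red fluorescence (ex 525, em 598 nm).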
PI5P4Ka inh = inhibitors of human PI5P4K alpha; AID 652105; 330,000 tested, 1.2% active; max response, %; PI5P4Kalpha enzyme, ADP-Glo luminescence, 60 min; hits give low values; active = max response of -50% or lower; inconclusive = between -30% and -50%; inactive = -30% or higher; note: value at the top dose of about 77 µM; % is set by controls: 0 for no effect and ±100 for the full control effect
Target sequence (P48426 whole entry, looked up): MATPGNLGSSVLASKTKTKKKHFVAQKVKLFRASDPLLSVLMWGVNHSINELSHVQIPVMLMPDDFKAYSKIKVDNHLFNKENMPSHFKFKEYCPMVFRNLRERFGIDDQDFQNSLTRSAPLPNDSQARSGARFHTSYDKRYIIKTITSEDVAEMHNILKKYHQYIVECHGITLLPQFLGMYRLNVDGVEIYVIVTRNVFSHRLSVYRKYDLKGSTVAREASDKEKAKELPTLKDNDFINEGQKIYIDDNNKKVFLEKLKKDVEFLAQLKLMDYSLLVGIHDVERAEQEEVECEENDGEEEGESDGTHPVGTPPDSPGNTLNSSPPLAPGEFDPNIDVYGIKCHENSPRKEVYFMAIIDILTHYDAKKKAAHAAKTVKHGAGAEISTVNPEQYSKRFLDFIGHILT
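Compounds were pin-transferred onto PI5P4Kalpha and substrate in HEPES pH 7.4 buffer with EGTA, CHAPS and 5% DMSO. ATP (5 microM final) started the reaction, which ran 60 minutes at room temperature before ADP-Glo detection.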
D3 antag = D3 dopamine receptor (human) antagonism; D3R cells, DiscoveRx beta-arrestin luminescence, antagonist mode; hits give low values; 360,000 tested, 2.5% active; max response, negative = inhibition, %; AID 652054; in the data active = max response below about -50%; inconclusive = no clear call, values can overlap the other calls; note: % is set by controls: 0 for no effect and ±100 for the full control effect; mostly tested at two doses, the higher about 12 µM
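Cells expressing the human receptor were seeded at 1500 cells/well, incubated overnight at 37 degrees C in 5% CO2, then exposed to library compounds with dopamine controls for 90 minutes at 37 degrees C before luminescent detection.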
PLK1 PBD inh = blocks phosphopeptide binding to human PLK1 polo-box domain; Plk1 PBD binding of FITC phosphopeptide, fluorescence polarization; AID 720504; 360,000 tested, 2.8% active; Potency, µM, for the others: max response, negative = inhibition, hits mostly inhibitors; note: potency is the fitted concentration of half-maximal effect; series mostly up to about 57 µM; % is set by controls: 0 for no effect and ±100 for the full control effect; nearly all actives have a fitted effect of over 65% in size
GLP1R inv ag = inverse agonists of human GLP-1 receptor; P43220; HEK293 GLP-1R CRE-luciferase, luminescence, 24 h; GLP-1R form is constitutively active; Potency, µM (top dose mostly 38.3 µM), inactives show at the highest dose activity change, negative = inhibition, actives largely listed as inhibitors; 410,000 tested, 1.6% active; AID 624417; note: potency is the fitted concentration of half-maximal effect; % is set by controls: 0 for no effect and ±100 for the full control effect; nearly all actives have a fitted effect of over 55% in size
Target sequence (P43220 whole entry, looked up): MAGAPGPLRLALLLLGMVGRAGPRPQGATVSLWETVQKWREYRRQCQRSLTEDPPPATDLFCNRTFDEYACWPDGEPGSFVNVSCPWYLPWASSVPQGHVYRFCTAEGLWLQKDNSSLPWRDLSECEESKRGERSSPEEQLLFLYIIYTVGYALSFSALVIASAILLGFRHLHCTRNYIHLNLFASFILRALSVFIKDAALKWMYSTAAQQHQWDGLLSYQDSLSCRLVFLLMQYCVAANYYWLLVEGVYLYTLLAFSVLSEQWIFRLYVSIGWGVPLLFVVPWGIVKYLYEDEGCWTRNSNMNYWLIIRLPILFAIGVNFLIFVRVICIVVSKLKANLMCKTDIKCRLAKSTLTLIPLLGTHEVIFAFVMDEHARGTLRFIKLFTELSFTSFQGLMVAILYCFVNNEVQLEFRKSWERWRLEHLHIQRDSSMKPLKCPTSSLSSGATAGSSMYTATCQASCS
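Inverse agonism was detected as reduced cAMP-driven luciferase luminescence after 24 h compound treatment. The cells were HEK293 clones expressing constitutively active human GLP-1R with the reporter. Reporter-only and GPR119 cell lines served as counterscreen controls.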
DRD3 agonist = D3 dopamine receptor (human) agonism; P35462; 410,000 tested, 0.58% active; max activation, %; AID 652048; D3R DiscoveRx beta-arrestin cells, luminescence, 90 min; in the data active = max activation above about 30%; note: 0% is about no effect; mostly tested at two doses, the higher about 12 µM
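Agonist mode: compounds and dopamine controls were applied to plated cells for 90 min at 37 degrees C after an overnight attachment at 1500 cells/well. Luminescent read-out followed 30 - 60 minutes at room temperature with DiscoveRx detection reagent.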
GLP-1R agonist = agonists of human GLP-1 receptor | HEK293 GLP-1R CRE-luciferase, luminescence, 4-6 h; cells express a hypersensitive GLP-1R form | AID 624172 | P43220 | 380,000 tested, 0.007% active | Potency, µM (series often up to 45.6 µM), without a hit: at the top dose activation, most hits filed as activators; note: potency is the fitted concentration of half-maximal effect; % of control where 0% means no effect
* marks the source's active call; other numbers are inactive results; ? = inconclusive; · = no result given; [ ] = another dose, or the depositor's remark. Unless noted, calls come from the whole dose curve; as a rule, active = well fitted curve in the direction sought with a large enough effect; inconclusive = small, poorly fitted or top-dose-only effect, or another doubt; inactive = no such curve, though single readings can be large; an effect the other way counts as inactive or inconclusive. Outcome played no part in choosing rows; any-hit rate near 7.8%.

entry	Molecule	GLP1R cytotox	IL-2 act	WRN helicase inh	PI5P4Ka inh	D3 antag
1	Nc1nc2ccccc2n1C(=O)c1ccco1	-14%[1.53 µM]	1.2	-10%[57.1 µM]	8	-5
2	O=C(NCc1cccs1)c1csc2ccccc12	-7%	-2.4	-1%	·	20
3	CC(C)c1nnc(SCc2ccc(CSc3nnc(C(C)C)n3N)cc2)n1N	-3%	-0.6	-3%	0	58
4	CN(C)CCN(C(=O)c1ccc(S(=O)(=O)N(C)C)cc1)c1nc2cc3c(cc2s1)OCCO3	1%	0.2	4%	0	3
5	C[C@@H]1CN([C@@H](C)CO)C(=O)c2cc(N(C)C)ccc2O[C@@H]1CN(C)S(C)(=O)=O	-5%	0.0	5%	0	-3
6	Cc1ccc(C(=O)COC(=O)c2n[nH]c(=O)c3ccccc23)cc1	16%	1.0	-17%	-5	-6
7	Cc1c(NC(=O)C(CC(=O)O)NCc2ccco2)c(=O)n(-c2ccccc2)n1C (centres undefined)	9%	-0.1	-5%	2	3
8	CC(C)C[C@H](N)c1nnc(SCC(=O)Nc2ccc(Br)cc2)o1	22%	-2.3	5%	1	-23
9	CN(C)CCNC(=O)CN1C(=O)COc2ccc(S(=O)(=O)N3CCCC3)cc21	0%	·	·	·	·
10	COc1ccc(N2C(=O)CC(Sc3nc4ccccc4s3)C2=O)cc1OC (centres undefined)	-29%	-1.3	-3%	2	-8
11	COc1ccccc1/C=C(/C#N)C(=O)O	-4%	-2.4	-1%	-1	-24
12	N/C(=N\OC(=O)c1ccccc1Cl)c1ccc(Cl)cc1	-28%	14	5%	1	2
13	COc1cc(CNc2ccccc2SC)cc(OC)c1OC	4%	-2.4	-12%	·	8
14	CC(=O)N(Cc1ccccc1)C(CC(=O)NCc1ccccc1)C(=O)O (centres undefined)	-2%	-0.7	-6%	-2	2
15	CCC(=O)N1CCN(c2ccc(NC(=O)COc3cccc(C)c3C)cc2)CC1	-20%	-1.2	1%[57.1 µM]	4	7

entry	PLK1 PBD inh	GLP1R inv ag	DRD3 agonist	GLP-1R agonist
1	10%	?	6	-10%
2	-18%	-15%	-8	-2%
3	0%	2%	12	-6%
4	?	14%	-2	6%
5	-2%	9%	3	-4%
6	1%	9%	2	-39%
7	-1%	10%	-10	1%
8	-23%	-3%	-3	-5%
9	·	-14%	0	1%
10	-23%	2%	0	1%
11	-5%	-11%	-4	-8%
12	-4%	?	2	4%
13	-12%	-8%	1	11%
14	-1%	7%	-3	0%
15	-6%	?	8	2%

Sorted by count of non-hydrogen atoms (lowest first): 4 of the compounds above.
entry	Molecule	GLP1R cytotox	IL-2 act	WRN helicase inh	PI5P4Ka inh	D3 antag
1	Nc1nc2ccccc2n1C(=O)c1ccco1	-14%[1.53 µM]	1.2	-10%[57.1 µM]	8	-5
13	COc1cc(CNc2ccccc2SC)cc(OC)c1OC	4%	-2.4	-12%	·	8
8	CC(C)C[C@H](N)c1nnc(SCC(=O)Nc2ccc(Br)cc2)o1	22%	-2.3	5%	1	-23
9	CN(C)CCNC(=O)CN1C(=O)COc2ccc(S(=O)(=O)N3CCCC3)cc21	0%	·	·	·	·

entry	PLK1 PBD inh	GLP1R inv ag	DRD3 agonist	GLP-1R agonist
1	10%	?	6	-10%
13	-12%	-8%	1	11%
8	-23%	-3%	-3	-5%
9	·	-14%	0	1%

More compounds.
entry	Molecule	GLP1R cytotox	IL-2 act	WRN helicase inh	PI5P4Ka inh	D3 antag
16	COc1ccc(CCNc2oc(-c3ccccc3OC)nc2C#N)cc1OC	-7%	0.8	-3%	-1	-2
17	O=S(=O)(c1ccc(Cl)c2ccccc12)N1CCCC1	-7%	-0.5	4%[57.1 µM]	-1	0
18	CCOc1ccc(C2C(C(=O)OC)=C(C)NC3=C2C(=O)c2ccccc23)cc1OC (centres undefined)	-26%	·	·	·	·
19	Cc1ccc(S(=O)(=O)N2C[C@]3(O)C[C@@H]4C(=O)N(c5ccccc5)C(=O)[C@@H]4C[C@]3(OC(=O)NCc3ccco3)C2)cc1	3%	-3.0	1%	4	25
20	O=C(Nc1cc(S(=O)(=O)N2CCCCC2)ccc1N1CCOCC1)c1cc(=O)[nH]c2ccccc12	-2%	0.4	-2%	7	20
21	CCOC(=O)C1C(=O)NC(N2CCCCC2)=NC1c1ccccc1 (centres undefined)	-7%	-1.3	-11%	0	8
22	COCCCN(C(C)=O)c1nc(-c2ccccc2)cs1	-4%	-3.6	1%	·	-25
23	N#Cc1ccc(CSc2nnc(Nc3ccccc3)s2)cc1	-4%	-1.4	-6%	0	-6
24	CCC(=O)Nc1ccc(-c2nc(-c3ccccc3)n(CC(=O)N3CCCCC3)n2)cc1	-16%	1.1	-1%	-3	-13
25	CN1CCN(C(CNS(=O)(=O)c2ccc(F)cc2)c2cccnc2)CC1 (centres undefined)	-1%	1.6	-3%	-2	22
26	CC(=O)c1cc2c(cc1NC(=O)Cc1ccsc1)OCO2	-7%	1.4	-6%	0	-8
27	O=C(CCNC(=O)Cn1ccc2ccccc2c1=O)NCCN1CCc2ccccc2C1	74%[activator]	0.0	20%	0	-52*
28	Clc1cccc(Nc2nc(N3CCOCC3)nc(N3CCOCC3)n2)c1	12%	-2.5	-19%	1	0
29	Cn1c2c(c(=O)n3ncnc13)CCCC2	-4%	0.1	-6%	-2	14
30	CC(C)C(=O)NCC(c1cccs1)S(=O)(=O)c1ccc(F)cc1 (centres undefined)	2%	-3.5	-5%	-4	-3

entry	PLK1 PBD inh	GLP1R inv ag	DRD3 agonist	GLP-1R agonist
16	-4%	75%[activator]	-1	19%
17	-4%	?	9	10%
18	·	2%	-18	?
19	2%	8%	3	-8%
20	1%	42%[activator]	-8	-3%
21	-2%	-1%	4	-1%
22	-10%	8%	-4	18%
23	-13%	-2%	-4	0%
24	-7%	0%	3	8%
25	-3%	6%	-10	-6%
26	-7%	7%	1	30%
27	-20%	-15%	-16	5%
28	-2%	?	-11	-5%
29	?	2%	25	-10%
30	-10%	-5%	3	-1%

Additional results.
entry	Molecule	GLP1R cytotox	IL-2 act	WRN helicase inh	PI5P4Ka inh	D3 antag
31	CCN(CC)S(=O)(=O)c1ccc(/C=C/C(=O)OCC(=O)Nc2cccnc2Cl)cc1	1%	0.9	-2%	0	9
32	COC(=O)c1cc(CN2CCN(c3ccccc3)CC2)ccc1O	5%	0.5	-1%	0	-56*
33	O=C(COc1ccc(F)cc1)NC1CC(=O)N(c2ccc3c(c2)OCCO3)C1 (centres undefined)	5%	·	·	·	·
34	COc1cc(OC)cc(C(=O)NCC(=O)OCC(=O)C(C)(C)C)c1	2%	0.8	8%	-6	-6
35	COc1cc(NC(=O)c2ccccc2)c(OC)cc1Cl	-3%	0.1	-2%	10	7
36	Cc1cccc(COCC(Cc2ccccc2)N2CCN(C(=O)c3cc(Cl)cc(Cl)c3)CCC2=O)c1 (centres undefined)	-22%	-0.7	-11%	24	0
37	COC(=O)C1=C(CS(=O)(=O)c2cc(Cl)ccc2OC)NC(=O)NC1c1ccccc1 (centres undefined)	-9%	·	·	·	·
38	COc1ccc(CCNc2oc(COc3ccccc3F)nc2C#N)cc1OC	2%	-0.6	6%	-1	-20
39	CC1=NN(/C(=N\c2nnc(C)s2)Nc2ccc(C)cc2)[C@H](c2ccc(C)cc2)S1	-13%	-2.9	-8%	0	4
40	CCOc1cc(/C=N/NC(N)=O)cc(Br)c1OCC(=O)Nc1cccc2ccccc12	-15%	-0.5	3%	0	92
41	Nc1c(C(=O)NCCc2ccccc2)nnn1Cc1ccc(Br)cc1F	?	-0.9	7%	-1	8
42	Cc1cc(C)nc(SCC(=O)Nc2cccc(S(=O)(=O)N(C)C)c2)n1	0%	-0.1	-11%	0	17
43	C/C(=N\NC(=O)c1ccc(OC2OCCOC2Oc2ccc(C(=O)N/N=C(\C)c3ccncc3)cc2)cc1)c1ccncc1 (centres undefined)	1%	-0.2	-1%	0	1
44	COc1cc(/C=C/C(=O)N2CCc3ccccc3C2)cc(OC)c1OC	4%	0.9	0%	11	6
45	O=C(NCCS(=O)(=O)N1CCN(Cc2ccccc2)CC1)c1ccc(F)cc1	1%	-0.3	-2%	-3	-5

entry	PLK1 PBD inh	GLP1R inv ag	DRD3 agonist	GLP-1R agonist
31	8%	20%	-3	-3%
32	4%	-16%	5	4%
33	·	-14%	-17	2%
34	-15%	7%	-4	-3%
35	-3%	-32%	-8	17%
36	-3%	?	-26	-1%
37	·	-18%	-7	0%
38	27µM*	1%	8	-1%
39	0%	10µM*	0	-2%
40	-9%	16%	6	5%
41	3%	-5%	1	8%
42	4%	17%	3	11%
43	3%	20%	-16	-2%
44	-6%	7%	-4	15%
45	-11%	-18%	-5	6%

(cont.)
entry	Molecule	GLP1R cytotox	IL-2 act	WRN helicase inh	PI5P4Ka inh	D3 antag
46	O=C(CSc1nc(-c2ccccc2)c(-c2ccccc2)o1)N1CCCCC1	2%	-2.3	-2%	-3	19
47	COc1ccc(/C=N/N2CCOCC2)cc1COc1ccc(Cl)cc1	15%	-1.5	-30%	8	1
48	O=c1cc(CNc2cc(C(F)(F)F)cc(C(F)(F)F)c2)nc2sccn12	?	-4.5	-4%	-2	0
49	Nc1[nH]c(C(=O)c2ccccc2)c(-c2ccc(Cl)cc2Cl)c1C(=O)c1ccc(Cl)c(Cl)c1	3%	-0.2	-7%	-1	3
50	Cc1ccc(CS(=O)(=O)Cc2ccc(C(=O)NCc3cccs3)o2)cc1	11%	-1.7	7%	-10	-28

entry	PLK1 PBD inh	GLP1R inv ag	DRD3 agonist	GLP-1R agonist
46	5%	11µM*	1	-1%
47	0%	-26%	-8	2%
48	-16%	?	6	5%
49	-15%	6%	-1	-7%
50	-9%	-21%	2	-5%
